DT40 TDP1 no CPT – qHTS for Inhibitors of human tyrosyl-DNA phosphodiesterase 1 (TDP1): qHTS in cells in absence of CPT; DT40 Tdp1-/- hTDP1 cells, no CPT, ATP luminescence, 48 h; Potency, µM (top dose mostly 46.2 µM), for inactives: at the highest dose activity change, negative = growth inhibition, usual class: inhibitors; 15% of 420,000 active; also: nearly all actives have a fitted effect of over 55% in size
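No-CPT arm: Tdp1-/-;hTDP1 DT40 cells (400/well) plus compounds, incubated ≥48 hr at 37 °C. Readout CellTiter-Glo luminescence.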
TDP1 cell CPT – growth inhibition of DT40 Tdp1-/-;hTDP1 cells with camptothecin (screen for TDP1 inhibitors); Potency, µM (doses to about 46.2 µM), for inactives: at the top dose activity change, negative = growth inhibition, most hits filed as inhibitors; 12% of 420,000 active; AID 686979; chicken DT40 Tdp1-/-;hTDP1 cells + 20 nM CPT, ATP luminescence, 48 h; also: nearly all actives have a fitted effect of over 55% in size
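Cell growth measured by CellTiter-Glo luminescence after a minimum 48 h, 37 C compound exposure with 20 nM CPT in Tdp1-knockout DT40 cells stably expressing hTDP1, seeded 400/well; qHTS titration format.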
TDP1 block – blocks human tyrosyl-DNA phosphodiesterase 1; Q9NUW8; recombinant TDP1, AlphaScreen DNA substrate cleavage; Potency, µM (highest dose often 130 µM), inactives show top-dose activity change, negative = inhibition, most hits filed as inhibitors; 0.28% of 350,000 active; AID 485290; also: nearly all actives have a fitted effect of over 40% in size
Target sequence (Q9NUW8 whole entry, looked up): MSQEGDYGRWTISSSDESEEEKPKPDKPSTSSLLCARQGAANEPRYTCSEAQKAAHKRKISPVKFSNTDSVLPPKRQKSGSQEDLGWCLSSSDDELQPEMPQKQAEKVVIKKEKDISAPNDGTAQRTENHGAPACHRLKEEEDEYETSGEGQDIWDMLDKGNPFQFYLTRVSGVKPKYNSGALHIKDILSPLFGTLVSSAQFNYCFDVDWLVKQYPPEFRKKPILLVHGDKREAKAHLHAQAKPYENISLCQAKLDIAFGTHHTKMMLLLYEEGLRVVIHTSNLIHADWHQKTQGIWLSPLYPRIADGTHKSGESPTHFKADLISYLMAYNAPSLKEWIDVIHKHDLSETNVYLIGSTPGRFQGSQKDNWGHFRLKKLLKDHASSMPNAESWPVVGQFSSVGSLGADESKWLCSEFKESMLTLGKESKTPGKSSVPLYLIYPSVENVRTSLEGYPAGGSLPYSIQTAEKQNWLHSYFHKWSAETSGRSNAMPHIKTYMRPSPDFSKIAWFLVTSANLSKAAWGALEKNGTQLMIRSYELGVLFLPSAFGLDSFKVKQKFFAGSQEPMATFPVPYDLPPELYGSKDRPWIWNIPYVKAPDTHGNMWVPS
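Signal: AlphaScreen proximity between streptavidin donor and anti-FITC acceptor beads on intact substrate. Reaction: Tdp1 1 nM, substrate 15 nM final, 5 min RT after 15 min compound preincubation.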
Active calls of the source: *; & = joins results of further samples; [ ] = another dose, or the depositor's remark. Calls follow the shape of the dose curve; as a rule, active = well fitted curve in the direction sought with a large enough effect; inconclusive = small, poorly fitted or top-dose-only effect, or another doubt; inactive = no such curve, though single readings can be large; an effect the other way counts as inactive or inconclusive. % is scaled to controls: 0 for no effect and ±100 for the full control effect; potency is read from the fitted curve at half-maximal effect.

How did Cc1nc(Nc2cnc(/C=C/c3cc(C(=O)Nc4cccc(C(F)(F)F)c4)ccc3C)cn2)cc(N2CCNCC2)n1 do in these assays?
DT40 TDP1 no CPT: 20.6µM*; TDP1 cell CPT: 18.4µM*

What do the screens show for `Cc1ccc(-c2noc(CSc3nnc(C)n3-c3ccc(C)c(C)c3)n2)cc1`?
DT40 TDP1 no CPT: inconclusive; TDP1 cell CPT: inconclusive; TDP1 block: 6.1%

Results for CCn1nc(C)c2c(-c3ccccc3)cc(=O)n(C(C)C(=O)Nc3cc(C)ccc3C)c21 (stereo not drawn) ?
DT40 TDP1 no CPT: -12.2%; TDP1 cell CPT: -26.2%; TDP1 block: -3.2%

What do the screens show for `CSC1=NCCN1C(=O)c1ccco1`?
DT40 TDP1 no CPT: -10.0%; TDP1 cell CPT: -3.4%; TDP1 block: -2.0%

How did O=C(c1cccs1)N1CCN(c2ncccn2)CC1 do in these assays?
DT40 TDP1 no CPT: 2.9%; TDP1 cell CPT: -0.7%; TDP1 block: -0.5%

Results for Cc1ccn2c(C=O)c(-c3ccc(F)cc3)c(C=O)c2c1 ?
DT40 TDP1 no CPT: -26.1%; TDP1 cell CPT: -20.5%; TDP1 block: 1.3%

What do the screens show for `C#CC(C)(CC)NC(=O)Cn1nnc(-c2cccc(C(F)(F)F)c2)n1` (stereo not drawn)?
DT40 TDP1 no CPT: -36.8%; TDP1 cell CPT: inconclusive; TDP1 block: 4.9%

What do the screens show for `Cc1noc(/C=C/N(C)C)c1S(=O)(=O)N1CCCC(C(=O)Nc2ccc(F)cc2F)C1` (stereo not drawn)?
DT40 TDP1 no CPT: inconclusive; TDP1 cell CPT: inconclusive; TDP1 block: 8.5%&1.3%

What do the screens show for `Cc1ccc(N(C(=O)c2csnn2)C(C(=O)NC(C)(C)C)c2cccs2)cc1` (stereo not drawn)?
DT40 TDP1 no CPT: -17.6%; TDP1 cell CPT: -10.6%; TDP1 block: 2.1%

What do the screens show for `CCCOc1ccc(F)cc1-c1cc(C(=O)NCc2ccccc2)[nH]n1`?
DT40 TDP1 no CPT: inconclusive; TDP1 cell CPT: inconclusive

Results for Cc1nc(C(C)N(C)Cc2nc(-c3ccc4c(c3)OCO4)no2)c(C)s1 (stereo not drawn) ?
DT40 TDP1 no CPT: inconclusive; TDP1 cell CPT: 23.1µM*; TDP1 block: 2.7%

Results for Cc1ccc(CN(C(=O)c2ccco2)C(C(=O)NC2CCCC2)c2cccnc2)cc1 (stereo not drawn) ?
DT40 TDP1 no CPT: -14.5%; TDP1 cell CPT: 11.7%; TDP1 block: -5.1%

How did CNC(=S)N/N=C/c1cn(Cc2ccc(F)cc2)c2ccccc12 do in these assays?
DT40 TDP1 no CPT: 10.3µM*; TDP1 cell CPT: 16.4µM*; TDP1 block: 11.0%

What do the screens show for `CCCCn1nnnc1C1(C)CCC(=O)N1Cc1cccs1` (stereo not drawn)?
DT40 TDP1 no CPT: -20.1%; TDP1 cell CPT: -15.0%

Results for CCCn1c(SCC(=O)c2cc(C)c(C)cc2C)n[nH]c1=O ?
DT40 TDP1 no CPT: inconclusive; TDP1 cell CPT: -22.1%; TDP1 block: 2.3%

How did Cn1c(=O)c2c(-c3ccccc3)n(-c3cccc(C#N)c3)cc2n(C)c1=O do in these assays?
DT40 TDP1 no CPT: 23.1µM*; TDP1 cell CPT: 16.4µM*; TDP1 block: 7.4%

How did Cc1cc(C)c(NC(=O)Cn2nnc(C(=O)NCCc3ccccc3)c2N)c(C)c1 do in these assays?
DT40 TDP1 no CPT: -7.7%; TDP1 cell CPT: 7.3%; TDP1 block: 8.7%

Results for COCCCNC(=O)Cn1cnc2sc(C)c(S(=O)(=O)N3CCN(c4ccccc4OC)CC3)c2c1=O ?
DT40 TDP1 no CPT: -14.5%&-28.1%; TDP1 cell CPT: -4.8%&-0.4%; TDP1 block: -1.8%&5.9%

How did COc1cc2c(cc1OC)C(NNC(=O)c1ccc(Br)o1)=NC(C)(C)C2 do in these assays?
DT40 TDP1 no CPT: inconclusive; TDP1 cell CPT: 20.6µM*; TDP1 block: 3.1%

How did CN1CCN(C/C(=C2/N=C(c3ccccc3)OC2=O)N(C)C)CC1 do in these assays?
DT40 TDP1 no CPT: inconclusive; TDP1 cell CPT: inconclusive; TDP1 block: 8.4%

In the list so far, these have an aryl methoxy group:
Results for COCCCNC(=O)Cn1cnc2sc(C)c(S(=O)(=O)N3CCN(c4ccccc4OC)CC3)c2c1=O ?
DT40 TDP1 no CPT: -14.5%&-28.1%; TDP1 cell CPT: -4.8%&-0.4%; TDP1 block: -1.8%&5.9%

How did COc1cc2c(cc1OC)C(NNC(=O)c1ccc(Br)o1)=NC(C)(C)C2 do in these assays?
DT40 TDP1 no CPT: inconclusive; TDP1 cell CPT: 20.6µM*; TDP1 block: 3.1%

Continued:
How did Oc1ccc(F)c(CN2CCN(c3ncc(Cc4ccccc4)cn3)CC2)c1 do in these assays?
DT40 TDP1 no CPT: 25.9µM*; TDP1 cell CPT: inconclusive

How did O=C(COc1ccccc1C(=O)O)Nc1nc2ccc([N+](=O)[O-])cc2s1 do in these assays?
DT40 TDP1 no CPT: -22.5%; TDP1 cell CPT: inconclusive; TDP1 block: 2.9%

Results for COc1ccccc1C(=O)NC(=O)COC(=O)c1cccc(C)c1O ?
DT40 TDP1 no CPT: 4.4%; TDP1 cell CPT: 10.5%; TDP1 block: 1.0%

Results for CCc1ccc(NC(=O)Cn2c(=O)n(Cc3ccc4c(c3)OCO4)c(=O)c3oc4ccccc4c32)cc1 ?
DT40 TDP1 no CPT: inconclusive; TDP1 cell CPT: inconclusive; TDP1 block: 2.6%

What do the screens show for `COCC(O)CSc1c([N+](=O)[O-])nc(C)n1Cc1ccc(OC)c([N+](=O)[O-])c1` (stereo not drawn)?
DT40 TDP1 no CPT: -16.3%; TDP1 cell CPT: 1.8%; TDP1 block: -4.4%

Results for CCN1CCCC1CNC(=O)c1cn(C)c2ccc(S(=O)(=O)N3CCCCCC3)cc2c1=O (stereo not drawn) ?
DT40 TDP1 no CPT: -33.1%; TDP1 cell CPT: -18.1%; TDP1 block: 6.2%

How did COc1ccc(S(=O)(=O)N2CCCCC2)cc1NC(=O)[C@@H]1CCCN1C(=O)c1cccs1 do in these assays?
DT40 TDP1 no CPT: -21.4%; TDP1 cell CPT: -1.0%; TDP1 block: -0.7%[56.1 µM]

How did CCN(CC)c1ccc(C=C(c2nnnn2-c2ccc(C)cc2)c2nnnn2-c2ccc(C)cc2)cc1 do in these assays?
DT40 TDP1 no CPT: -8.9%; TDP1 cell CPT: inconclusive; TDP1 block: 1.9%

What do the screens show for `COc1ccc(C2N(c3cc(C)on3)C(=O)C3CCCN32)cc1OC` (stereo not drawn)?
DT40 TDP1 no CPT: -15.3%; TDP1 cell CPT: 9.0%; TDP1 block: 2.0%

What do the screens show for `CN(C)c1ccc(/C=C/c2ccnc3ccc([N+](=O)[O-])cc23)cc1`?
DT40 TDP1 no CPT: inconclusive; TDP1 cell CPT: 11.2µM*

Results for COc1ccc(/C=C/C(=O)Nc2ccc3nc4n(c(=O)c3c2)CCCC4)cc1 ?
DT40 TDP1 no CPT: -22.2%; TDP1 cell CPT: -17.8%; TDP1 block: 0.0%

What do the screens show for `CCc1ccc([C@@H]2CC(=O)[C@@H]3CN(S(=O)(=O)c4ccccc4C)[C@H](c4ccc(Cl)cc4)C[C@@H]3N2S(=O)(=O)c2ccc(C)cc2)cc1`?
DT40 TDP1 no CPT: -25.5%; TDP1 cell CPT: -19.1%

What do the screens show for `C=CCOC(=O)C1=C(C)OC(N)=C(C#N)C1c1c(C)nn(-c2ccccc2)c1Cl` (stereo not drawn)?
DT40 TDP1 no CPT: 9.2µM*; TDP1 cell CPT: inconclusive; TDP1 block: 6.3%

Results for O=C(c1ccc(CS(=O)(=O)Cc2ccc(Cl)cc2)o1)N1CCCC1 ?
DT40 TDP1 no CPT: inconclusive; TDP1 cell CPT: -28.7%; TDP1 block: 1.0%

How did Cc1cc(C)c2c(/C=C/c3ccc(N(C)C)cc3)ccnc2c1 do in these assays?
DT40 TDP1 no CPT: inconclusive; TDP1 cell CPT: inconclusive

What do the screens show for `CC1(C)Cc2c(sc(NC(=O)C(=O)N3CCN(CCO)CC3)c2C(N)=O)CO1`?
DT40 TDP1 no CPT: -10.3%; TDP1 cell CPT: 22.8%; TDP1 block: 4.2%

How did NC(=O)COC(=O)CNC(=O)c1ccc(Cl)cc1 do in these assays?
DT40 TDP1 no CPT: -19.6%; TDP1 cell CPT: 0.4%; TDP1 block: 1.9%

What do the screens show for `Cc1cc(N2CCN(c3cccc(C(F)(F)F)c3)CC2)n2nc(-c3ccccc3)nc2n1`?
DT40 TDP1 no CPT: 0.9%; TDP1 cell CPT: -1.0%; TDP1 block: -2.3%

How did O=C(CNC(=O)c1cccs1)N/N=C/c1c(F)cccc1Cl do in these assays?
DT40 TDP1 no CPT: 1.7%; TDP1 cell CPT: -1.8%; TDP1 block: 1.5%

How did COc1cc(C(Nc2ccc3c(c2)OCO3)C(=O)NC2CCCCC2)cc(OC)c1OC (stereo not drawn) do in these assays?
DT40 TDP1 no CPT: -21.1%; TDP1 cell CPT: -15.6%; TDP1 block: 11.4%

How did Cc1cc(C)c2c(N)c(C(=O)NN3CC(=O)N(c4ccccc4F)CC3=O)sc2n1 do in these assays?
DT40 TDP1 no CPT: -1.6%; TDP1 cell CPT: 8.0%; TDP1 block: 3.2%

How did CSc1ccc(CNC(=O)c2ccc(NC(=O)C3=CSCCO3)cc2)cc1 do in these assays?
DT40 TDP1 no CPT: 3.3%; TDP1 cell CPT: -10.5%; TDP1 block: 1.4%

How did CCOC(=O)C1=CN(Cc2cccc(-c3cccnc3)c2)S(=O)(=O)N(CC)C1C (stereo not drawn) do in these assays?
DT40 TDP1 no CPT: inconclusive; TDP1 cell CPT: inconclusive; TDP1 block: -0.7%[56.1 µM]

Results for O=C(NCCc1ccccc1F)C1CCC(=O)N(Cc2ccc(Cl)cc2)C1 (stereo not drawn) ?
DT40 TDP1 no CPT: 10.5%; TDP1 cell CPT: -0.2%; TDP1 block: -0.1%

What do the screens show for `Fc1ccccc1CNc1ncnc2sccc12`?
DT40 TDP1 no CPT: 8.2µM*; TDP1 cell CPT: 4.11µM*; TDP1 block: -5.9%

What do the screens show for `O=C(CSc1nccn1Cc1ccc(Cl)cc1)Nc1ccc2c(c1)OCO2`?
DT40 TDP1 no CPT: -10.2%; TDP1 cell CPT: 14.5%; TDP1 block: 11.0%

How did CC(C)n1c(SCc2cc(=O)[nH]c3ccccc23)nc2c1c(=O)n(C)c(=O)n2C do in these assays?
DT40 TDP1 no CPT: inconclusive; TDP1 cell CPT: inconclusive; TDP1 block: 2.1%

What do the screens show for `CCOc1ccc(NC(=O)CCN2C(=O)c3ccccc3C2=O)cc1`?
DT40 TDP1 no CPT: 11.5%; TDP1 cell CPT: 0.8%

How did CCC(CC)NC(=O)Cc1ccc(F)cc1 do in these assays?
DT40 TDP1 no CPT: 13.9%; TDP1 cell CPT: 8.5%

What do the screens show for `COC(=O)C1C(=O)NC(SC)=C(C#N)C1c1ccccc1F` (stereo not drawn)?
DT40 TDP1 no CPT: -2.9%; TDP1 cell CPT: -23.5%; TDP1 block: -1.7%

How did Cc1ccccc1-c1cnc(C(O)c2ccc(F)cc2)[nH]1 (stereo not drawn) do in these assays?
DT40 TDP1 no CPT: inconclusive; TDP1 cell CPT: inconclusive

What do the screens show for `Cc1ccccc1N1CCN(Cc2c(C#N)c3ccccc3n2C)CC1`?
DT40 TDP1 no CPT: inconclusive; TDP1 cell CPT: 18.4µM*; TDP1 block: 0.0%

How did COc1ccc(Cl)cc1NC(=O)CSc1c2c(nc3ccccc13)CCC2 do in these assays?
DT40 TDP1 no CPT: 16.4µM*; TDP1 cell CPT: 20.6µM*; TDP1 block: 0.0%

What do the screens show for `CCOc1ccc(NC(=O)CN(C)C(=O)C(C)Oc2ccc(Cl)cc2)cc1OCC` (stereo not drawn)?
DT40 TDP1 no CPT: inconclusive; TDP1 cell CPT: inconclusive

What do the screens show for `CC(=O)c1csc(-c2cccc(-c3nc4ccc(Cl)cn4c3NC3CCCCC3)c2)c1`?
DT40 TDP1 no CPT: inconclusive; TDP1 cell CPT: 20.6µM*; TDP1 block: 0.3%

What do the screens show for `CNc1ncncc1-c1ccccc1C`?
DT40 TDP1 no CPT: 5.5%; TDP1 cell CPT: -16.2%

How did CCOC(=O)N1CCC(NC(=O)C2CCCN(S(=O)(=O)c3cccc4nsnc34)C2)CC1 (stereo not drawn) do in these assays?
DT40 TDP1 no CPT: -26.1%; TDP1 cell CPT: -24.8%; TDP1 block: -2.8%

Source: PubChem BioAssay
